KCNQ2 inh: KCNQ2 potassium channel inhibitors, primary screen, cell-based, CHO-K1, FluxOR thallium flux, B-score (AID 2156) | O88943 | B-score at 10 µM | 20 min; hits give low values | 310,000 compounds, 1.1% hits;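 active means fluorescence ratio B-score at most minus 3 library SDs, with starting brightness B-score within 2 library SDs, cut at about -5.5 in these data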
Target sequence (O88943 whole entry, looked up): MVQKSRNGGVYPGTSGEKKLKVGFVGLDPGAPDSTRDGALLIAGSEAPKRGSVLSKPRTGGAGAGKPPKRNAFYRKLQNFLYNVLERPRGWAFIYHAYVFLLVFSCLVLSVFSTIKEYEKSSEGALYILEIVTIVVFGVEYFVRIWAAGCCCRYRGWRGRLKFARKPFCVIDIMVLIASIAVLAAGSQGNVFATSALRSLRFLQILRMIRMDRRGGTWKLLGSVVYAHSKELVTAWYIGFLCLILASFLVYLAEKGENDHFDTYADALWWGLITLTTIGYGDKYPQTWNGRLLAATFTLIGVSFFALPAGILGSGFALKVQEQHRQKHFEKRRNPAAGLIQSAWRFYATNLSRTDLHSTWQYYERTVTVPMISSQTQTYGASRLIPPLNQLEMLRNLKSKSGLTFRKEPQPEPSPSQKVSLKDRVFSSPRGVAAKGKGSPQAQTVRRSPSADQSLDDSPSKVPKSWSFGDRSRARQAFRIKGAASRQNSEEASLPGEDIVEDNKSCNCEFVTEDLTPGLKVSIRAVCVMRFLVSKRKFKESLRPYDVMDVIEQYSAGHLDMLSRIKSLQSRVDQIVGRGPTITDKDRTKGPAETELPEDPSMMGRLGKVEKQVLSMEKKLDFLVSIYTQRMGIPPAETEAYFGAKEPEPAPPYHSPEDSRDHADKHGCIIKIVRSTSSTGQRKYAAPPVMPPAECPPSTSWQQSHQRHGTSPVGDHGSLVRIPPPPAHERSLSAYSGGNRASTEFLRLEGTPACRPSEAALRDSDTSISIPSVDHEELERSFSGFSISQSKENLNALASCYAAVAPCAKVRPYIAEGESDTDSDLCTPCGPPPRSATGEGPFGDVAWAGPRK
STK33 kinase inh: blocks human STK33 kinase activity; Q9BYT3; 320,000 compounds, 0.073% hits; inhibition, % at 10 µM; purified STK33, MBP phosphorylation, ADP-Glo luminescence; AID 2661;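 active means inhibition at or above 25%, using the most active replicate where run in duplicate; inactive means inhibition below 25%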
OX1R FRET antag: OX1R (human) antagonism. AID 485270. OX1R-expressing cells, FRET antagonist read-out. O43613. 330,000 compounds, 1.8% hits. inhibition, % at 6.6 µM; in the data active means inhibition mostly above about 38%, no sharp cut-off; inactive means mostly below about 40%;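 further: 0% = agonist challenge alone and 100% = reference antagonist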
* hit, by the source's call; i = inactive; / = no result given.

Compound | KCNQ2 inh | OX1R FRET antag | STK33 kinase inh
C/C=C/c1ccc(OC)c(OC(C)=O)c1 | i | 8.1 | -2.0
NNC(=O)c1cc(-c2ccco2)[nH]n1 | i | 20.4 | -1.2
O=C(Cc1ccccc1)c1c[nH]c(C(=O)NCCCn2ccnc2)c1 | i | 7.2 | -0.7
COC(=O)c1sc(NC(=O)COc2ccccc2OC)nc1C | i | 6.5 | -2.2
CC(C)Cc1ccc(/C=C/C(=O)NC2CC2)cc1 | i | 28.8 | 0.0
CC(=O)c1ccc(N2CCN(C(=O)C3CCN(C(=O)Nc4ccccc4)CC3)CC2)cc1 | / | 0.8 | -0.1
O=C(N/N=C/c1cn(Cc2ccccc2)c2ccccc12)c1cccnc1 | i | 29.7 | -1.1
CCOC(=O)c1[nH]c2ccc(OC)cc2c1NC(=O)OC | i | 10.8 | 0.2
CCOC(=O)C1CCCN(C(=O)c2ccc(CNc3c(N4CCC(C)CC4)c(=O)c3=O)cc2)C1 (stereo not given) | i | 7.0 | -1.4
CC1(C)Cc2c(sc3nc(C4CCCCC4)n(N)c(=O)c23)CO1 | i | 4.0 | 1.6
COCCN(C(=O)c1csnn1)C(C(=O)NC1CCCCC1)c1ccc(Cl)cc1 (stereo not given) | i | -3.4 | -3.7
CCn1c(-c2ccc(F)cc2)n[nH]c1=S | i | 12.7 | -0.4
COc1ccc(-n2c(SCc3ccccn3)nc3c(c2=O)SCC3)cc1OC | i | 10.5 | -0.2
CCOC(=O)CSC1=NC(=O)/C(=C\c2ccc(OC(C)=O)cc2)S1 | i | 24.2 | 12.0
COc1cccc(Nc2nc(-c3sc(NC(=O)c4ccco4)nc3C)cs2)c1 | i | 18.6 | 0.3
CCc1ccc(Nc2nc(N)nc(CSc3nnnn3-c3ccccc3)n2)cc1 | i | 19.2 | 0.4
Cc1ccc(-n2[nH]c3c4c(ccc3c2=O)C(=O)c2ccccc2C4=O)cc1 | i | 9.2 | -1.8
CNS(=O)(=O)c1cc(N(C)S(=O)(=O)c2ccc(C)cc2)c(C)cc1C | i | 8.5 | -1.5
O=C(O/N=C/C1=C(Cl)c2ccccc2CC1)c1ccc(F)cc1 | i | 5.9 | -0.4
COc1ccc(S(=O)(=O)N(C)C)cc1NC(=O)CSc1nncs1 | i | 29.6 | 0.0
COc1ccc(NC(=O)CSc2nnc3ccc(-c4cccnc4)nn23)cc1 | i | 63.2* | 0.1
CC(C)CC(=O)Nc1ccc(OCC(=O)O)cc1 | i | 13.8 | /
COc1ccc(OC)c(CNC(=O)CCC(=O)N2Cc3cccc(OC)c3Oc3ncccc32)c1 | i | 8.2 | 0.2
N#Cc1cnc2c(-c3ccccc3)c(-c3ccccc3)nn2c1N | i | 3.0 | 0.8
CCOC(=O)c1ccccc1NC1OC(=O)c2ccccc21 (stereo not given) | i | -2.5 | -0.5
CSCCC(NS(=O)(=O)c1ccc2c(c1)oc(=O)n2C)C(=O)NC1CCN(Cc2ccccc2)CC1 (stereo not given) | i | 3.4 | 0.1
COc1ccc(-c2occ(C(=O)O)c2C(=O)O)cc1 | i | 8.1 | -0.7
O=C(N/C(=C/c1ccc(Cl)cc1)c1nc2ccccc2[nH]1)c1ccco1 | i | 14.6 | -2.0
C=CCNC(=S)N1CCN(CCN=CC2=C(O)CC(c3cccs3)CC2=O)CC1 (stereo not given) | i | 8.1 | -0.4
CC(C)(C)[C@@H]1C=C(C(=O)N2CCN(Cc3ccccc3)CC2)O[C@H](OCc2ccc(CO)cc2)C1 | i | 32.3 | -1.4

Some of the entries so far, with values ahead of the structure:
| KCNQ2 inh | OX1R FRET antag | STK33 kinase inh | structure |
| --- | --- | --- | --- |
| i | 24.2 | 12.0 | CCOC(=O)CSC1=NC(=O)/C(=C\c2ccc(OC(C)=O)cc2)S1 |
| i | 29.6 | 0.0 | COc1ccc(S(=O)(=O)N(C)C)cc1NC(=O)CSc1nncs1 |

The listing continues.
Compound | KCNQ2 inh | OX1R FRET antag | STK33 kinase inh
CCN(c1ccccc1)S(=O)(=O)c1cc(NC(=O)CN2CCN(C)CC2)ccc1Cl | / | 3.4 | 0.4
COc1ccc(CNC(=O)CCC(=O)c2ccccc2)cc1 | / | 7.0 | -1.2
CCC(=O)Nc1nc2nc(-c3ccccc3)cc(=O)n2[nH]1 | i | 8.9 | -0.3
CCc1ccc(C(CC(=O)O)N2Cc3ccccc3C2=O)cc1 (stereo not given) | i | 12.3 | -1.2
CN(/N=C/c1cccnc1)C1=NS(=O)(=O)c2ccccc21 | i | 11.8 | -0.3
COc1ccc(OCC(=O)OCC(=O)c2ccc(OC)c(F)c2)cc1 | / | 6.7 | -0.3
Cc1ccc(NC(=O)COC(=O)CCC(=O)c2cccs2)cc1 | i | 2.2 | -3.5
CC(=O)c1c(OC(=O)c2ccccc2)ccnc1C(F)(F)F | / | 3.2 | 0.2
CCCNC(=O)c1ccc(N2CCC3(CC2)CC(c2cccc(Br)c2)=NO3)c(NC(=O)c2ccco2)c1 | i | 13.9 | -1.3
Nc1nc(Cn2nnc(-c3ccccc3Cl)n2)nc(N2CCOCC2)n1 | i | 11.8 | 1.2
CCOc1ccccc1NC(=O)C1CCC(CNc2c(N3CCCCC3)c(=O)c2=O)CC1 (stereo not given) | i | 3.2 | 14.2
COc1cc(C(=O)NC(C)Cc2cccs2)cc(OC)c1OC (stereo not given) | i | 1.6 | -2.6
O=C(OC(C(=O)Nc1ccc(Cl)cc1C(F)(F)F)c1ccccc1)c1c(Cl)cccc1Cl (stereo not given) | i | 11.8 | -1.0
COC(=O)c1[nH]c2ccccc2c1NC(=O)Oc1ccccc1 | i | 56.0 | -0.1
CCCC(=O)Nc1nc2ccc(OCC)cc2s1 | i | 9.0 | 2.1
O=C(N/N=C1\CCc2ccccc21)c1ccccc1Cl | i | 12.2 | 1.2
O=C(OCCCc1cc2ccccc2c(=O)o1)c1ccc(F)cc1 | / | 14.1 | -0.5
CCCCn1c(N)c(N(CC(C)C)C(=O)c2cc(=O)[nH]c3ccccc23)c(=O)[nH]c1=O | i | 1.2 | -1.2
O=C(Cn1[nH]c(=O)c2ccccc2c1=O)NC1CCN(Cc2ccccc2)CC1 | i | 8.1 | 2.3
CC(C)CC1NC(=O)N(CC(=O)Nc2cccc(Br)c2)C1=O (stereo not given) | / | -0.2 | -2.4
CCCCCOC(=O)C(C)Sc1n[nH]c(=O)[nH]c1=O (stereo not given) | i | 22.4 | -1.6
CCOCCCNC(=O)C(NC(=O)c1ccc2c(c1)OCO2)c1ccc(OC)cc1 (stereo not given) | i | 11.1 | -2.7
CC1CN(c2nnnn2-c2ccccc2)CC(C)O1 (stereo not given) | i | 4.2 | -1.1
COc1cc2c(cc1OC)CN(C(=O)c1ccc(S(=O)(=O)N3CCCC3)cc1)CC2 | i | 3.4 | -1.9
Cc1ccc(CN(C(=O)c2ccc([N+](=O)[O-])cc2)C2CCS(=O)(=O)C2)o1 (stereo not given) | i | 23.7 | -0.9
CCN(CC)c1nc2c(c(=O)n(C)c(=O)n2C)n1CC(=O)c1ccccc1 | i | 9.4 | -2.1
Oc1ccccc1N1CCN(c2nnnn2-c2ccccc2)CC1 | i | 5.3 | -1.1
O=C1CC(c2ccccc2)CC(O)=C1C=NCc1ccc(Cl)cc1 (stereo not given) | i | 10.6 | -1.0
O=C(N/N=C/c1c(O)ccc2ccccc12)c1ccc[n+](CCO)c1 | i | 57.3* | 7.5
O=C(N/N=C/c1ccc([N+](=O)[O-])o1)c1sc2ccccc2c1Cl | i | 23.8 | 2.6
CCC1CN(C(=O)N2CCC(C(=O)NCc3ccc(C)o3)CC2)c2ccccc2O1 (stereo not given) | i | 4.6 | -0.7
O=C(Nc1ccccc1F)c1ccc(S(=O)(=O)NCC2CCCO2)cc1 (stereo not given) | i | -0.2 | -0.9
Cc1cc(=O)oc2cc(OCC(=O)N3CCCC3)c(Cl)cc12 | / | 0.3 | -1.2
CCCCCCNC(=O)Nc1ccccc1 | i | 4.3 | -1.3
CN(C)CCCNc1ncnc2c1cnn2-c1ccccc1 | i | 11.2 | 0.9
O=C(CSc1nnc(-c2ccco2)n1Cc1ccccc1)NCc1ccccc1 | i | 28.5 | -2.0
CC(=O)c1cccc(NC(=S)NC(=O)c2ccc(Cl)cc2)c1 | i | 52.9 | -0.6
NC(N)=Nc1nc(-c2ccccc2)c2cc(Cl)ccc2n1 | i | 6.3 | 8.0
O=S(=O)(CCN1CCOCC1)c1ccc(OC(F)(F)F)cc1 | i | 2.4 | -1.7
O=c1c2ccccc2nnn1CSc1nc2cc(Cl)ccc2c(=O)n1Cc1ccco1 | i | 16.0 | -0.4
COc1ccc(C)cc1NC(=O)CCC(=O)Nc1nnc(C2CCCCC2)s1 | i | 13.1 | -2.1
CNC(=S)NNc1nc(N2CCOCC2)nc(N2CCOCC2)n1 | i | 21.5 | -0.9
CCOc1ccc(-n2ccnc(SCC(=O)Nc3cccc(OC)c3)c2=O)cc1 | i | 22.1 | /
O=C(Nc1ccccc1Cl)NC1CCCCCCC1 | i | / | 0.3
Cc1ccc(S(=O)(=O)N2CCCCC2)cc1NC(=O)COc1ccccc1 | / | 2.1 | 3.6
O=C(CCc1c[nH]c2ccccc12)NCCc1ccc(Cl)cc1 | i | 15.3 | -1.5
Cc1ccc(-n2nc(C)c3c(C)c(CCC(=O)NCc4ccccc4)c(C)nc32)cc1 | i | 9.8 | -4.0
CC(C)(C)C1CCC(=NNC(=O)C(=O)NC2CCCCC2)CC1 (stereo not given) | i | 3.1 | -1.1
COc1ccc2c(c1)O[C@@H](c1cccc(C(F)(F)F)c1)[C@H](OC(=O)NCCc1ccc(OC)c(OC)c1)C2=O | i | 20.2 | -0.9
O=c1nccc(NCc2ccco2)[nH]1 | i | 17.2 | -1.5
Cc1nc2ncnn2c(C)c1CCC(=O)N1CCCCC1 | i | 18.8 | -1.2
CC1CCN(C(=O)Cn2c(=O)c3cccn3c3ccccc32)CC1 | i | 9.1 | -1.0
O=C(COc1ncnc2scc(-c3ccc(Cl)cc3)c12)NCc1ccco1 | i | 17.9 | -0.5
COc1ccc(NC(=O)COC(=O)C2CCCCC2)c([N+](=O)[O-])c1 | i | 52.5 | -2.5
Cc1ccnc(NS(=O)(=O)c2ccccc2)n1 | i | 8.6 | 0.4
CCOc1ccc(N2CC(C(=O)N3CCCC3)CC2=O)cc1 (stereo not given) | i | 7.9 | 0.4
COCC(=O)Nc1ccc2nc3n(c(=O)c2c1)CCCCC3 | i | 10.4 | 1.2
CCn1cc(Br)c(C(=O)N2CCN(c3ccccc3)CC2)n1 | i | 0.6 | -1.5
Cc1nc2ccc(NC(=O)c3cccc(S(=O)(=O)N(C)c4ccccc4)c3)cc2s1 | i | 56.3 | -0.4
COc1ccc(/C=N\NC(=O)c2cccc(F)c2)cc1COc1ccccc1 | i | 7.3 | -0.6

Other compounds follow.
Compound | KCNQ2 inh | OX1R FRET antag | STK33 kinase inh
CC(C)N1C(=O)/C(=C\c2nc3ccccc3c(=O)n2-c2ccccc2)c2ccccc21 | i | 19.8 | 0.6
Cc1ccc2nsnc2c1S(=O)(=O)Nc1cccc2nsnc12 | i | 23.3 | 0.8
CCCCCOc1ccc(NC2=CC(=O)CCC2)cc1 | i | -8.3 | -1.2
O=C(NCCc1c[nH]c2ccccc12)c1ccc(Cl)cc1 | i | 7.1 | -0.8
CCC(C)C(=O)Nc1cc([N+](=O)[O-])ccc1Cl (stereo not given) | i | 38.5 | -0.2
O=C(CNC(=O)c1cccs1)N=Nc1c(O)[nH]c2ccc(Br)cc12 | i | 25.0 | -0.3
Cc1cccc2cc(CN(Cc3ccccc3)C(=O)c3cccc(F)c3)c(Cl)nc12 | i | 15.8 | 0.0
CCN(CC)S(=O)(=O)c1ccc(NC=C(C#N)C#N)cc1 | i | 12.6 | 0.0
O=C(c1cccc(S(=O)(=O)N2CCCC2)c1)c1nnc(-c2ccncc2)o1 | i | 43.0* | -0.7
CCOC(=O)Cn1c(CN(Cc2ccccc2)Cc2ccccc2)nc2c1c(=O)n(C)c(=O)n2C | i | 6.2 | -0.6
O=C(Nc1cc(C(F)(F)F)ccc1F)C1CCC1 | i | -6.0 | -1.5
CC(C)(C)OC(=O)[C@H](Cc1ccccc1)NC(=O)c1nc[nH]c1C(=O)N1CCN(C(=O)OC(C)(C)C)CC1 | i | 8.6 | -0.3
CCC(=NCCc1c(C)[nH]c2ccccc12)C1=C(O)CC(c2ccccc2)CC1=O (stereo not given) | i | 10.4 | -0.7
Cc1ccc([N+](=O)[O-])c(OCCN2C(=O)NC(C)(C)C2=O)c1 | i | 5.5 | -0.4
Cc1n[nH]c(=S)n1-c1ccc(Cl)cc1 | i | 7.8 | -0.9
COc1ccc(/C=N/OCC(=O)N2CCCC2)c(OC)c1 | i | 19.3 | -2.3
Cc1nc2c(sc(=S)n2Cc2ccco2)c(=O)n1CC(=O)Nc1ccc(F)cc1 | i | 15.8 | -2.8

Grouped by structure, those above with a tert-butyl group
Compound | KCNQ2 inh | OX1R FRET antag | STK33 kinase inh
CC(C)(C)[C@@H]1C=C(C(=O)N2CCN(Cc3ccccc3)CC2)O[C@H](OCc2ccc(CO)cc2)C1 | i | 32.3 | -1.4
CC(C)(C)C1CCC(=NNC(=O)C(=O)NC2CCCCC2)CC1 (stereo not given) | i | 3.1 | -1.1
CC(C)(C)OC(=O)[C@H](Cc1ccccc1)NC(=O)c1nc[nH]c1C(=O)N1CCN(C(=O)OC(C)(C)C)CC1 | i | 8.6 | -0.3

High-throughput results deposited in PubChem by several laboratories.
